Bioassay records from PubChem BioAssay.
AID inhibitor – Primary qHTS assay for inhibitors of Activation Induced Cytidine Deaminase (AID): AID signal; AID 1347428, 2020; 91,000 tested, 0.32% active; Potency, µM (top dose mostly 115 µM), for the others: at the top dose activity change, negative = inhibition, usual class: inhibitors; AID deamination FRET fluorescence, UDG-coupled, 4 h; Single-stranded DNA cytosine deaminase (Homo sapiens), Q9GZX7; note: nearly all actives have a fitted effect of over 25% in size
Target sequence (Q9GZX7 whole entry, looked up): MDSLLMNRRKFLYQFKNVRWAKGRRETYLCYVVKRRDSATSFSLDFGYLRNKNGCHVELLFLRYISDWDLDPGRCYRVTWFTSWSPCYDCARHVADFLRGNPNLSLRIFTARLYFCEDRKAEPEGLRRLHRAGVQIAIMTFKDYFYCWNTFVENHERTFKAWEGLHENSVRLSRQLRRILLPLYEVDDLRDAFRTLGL
UDG counter – Primary qHTS assay for inhibitors of Activation Induced Cytidine Deaminase (AID): UDG Counterscreen signal | Uracil-DNA glycosylase | FRET deamination/UDG coupled assay, UDG read, 4 h | Potency, µM (series often up to 115 µM), without a hit: at the highest dose activity change, negative = inhibition, most hits filed as inhibitors | 91,000 tested, 0.14% active | AID 1347430, 2020; note: nearly all actives have a fitted effect of over 65% in size
* hit, by the source's call; u = inconclusive; & = joins results of further samples; [ ] = remark or other dose. Calls come from the whole dose curve; as a rule, active = well fitted curve in the direction sought with a large enough effect; inconclusive = small, poorly fitted or top-dose-only effect, or another doubt; inactive = no such curve, though single readings can be large; an effect the other way counts as inactive or inconclusive. % is set by controls: 0 for no effect and ±100 for the full control effect; potency is the fitted concentration of half-maximal effect. An excerpt, so the mix of outcomes need not match the whole.

SMILES	AID inhibitor	UDG counter
Cc1ccc(-c2c(C(N)=O)c(C)nc3sc4c(c23)CCCC4)cc1	-4.8%	4.7%
C/C=C/C=C(\NC(=O)c1cccc(C)c1)C(=O)O	-0.7%	-6.9%
CCC(Cc1ccccc1)NC(=O)c1oc(=O)c2ccccc2c1-c1ccccc1 (stereo not drawn)	2.1%	1.7%
COc1ccc(-c2cn3nc(N4CCC(C(=O)Nc5cccc(OC)c5)CC4)sc3n2)cc1	10.5%	23.4%
CSc1ccc(-c2nnc(NC(=O)c3ccc4c(c3)OCCO4)o2)cc1	-7.2%	-2.3%
CN(CC(=O)Nc1c(Cl)cccc1Cl)C(=O)CNC(=O)c1ccco1	-3.7%	-2.8%
CN1CCC/C(=C\Cl)C1=O	0.7%	1.9%
Cc1ccc([N+](=O)[O-])cc1S(=O)(=O)N(C)C	6.4%	0.6%
CC(C)C(C#CC(O)(c1ccccc1)c1ccccc1)N(C)C (stereo not drawn)	-11.1%	-11.7%
O=C(CCNS(=O)(=O)c1ccc2c(c1)CCCC(=O)N2)NCc1ccc(Cl)cc1	4.8%	6.2%
COc1ccccc1-c1nnc(SCC(=O)Nc2ccc(N(C)C)cc2)n1-c1ccccc1	-17.8%	-6.2%
Cc1c(C(=O)Nc2ccc(F)cc2F)sc2nc3n(c(=O)c12)N=C(c1ccccc1)CS3	19.5%	20.1%
O=C(CN1CCN(c2ccccc2)CC1)NCC(F)(F)F	-1.1%	0.6%
CC(=O)c1cccc(NC(=O)CN2C(=O)CC(c3ccc(C)cc3C)=Nc3ccccc32)c1	5.4%	-6.3%
CCCNC(=O)CSc1ncc(-c2ccc(Cl)cc2)o1	3.4%	-5.2%
O=C(CCNS(=O)(=O)c1ccc(Br)s1)Nc1ccc(Br)cc1	15.2%	11.8%
Cc1ccc(CNC(=O)CCSCc2ccccc2F)cc1	-14.5%	13.6%
O=C(NC1CC(=O)N(c2ccccc2)C1)C(c1ccccc1)c1ccccc1 (stereo not drawn)	-4.8%	0.4%
COc1ccc(Oc2c(C)oc3cc(OCC(=O)N4CCCCCC4)ccc3c2=O)cc1	u	30.1%[activator]
Cc1cccc(CSc2ccc(-c3cccs3)nn2)c1	u	-9.9%[57.5 µM]
CCOCCCNc1nc2c(c(=O)n(Cc3ccc(F)cc3)c(=O)n2C)n1C	-23.5%	-15.8%
COC(=O)c1ccccc1NC(=O)Cn1c(=O)cc(C)c2c(C)nn(C)c21	9.2%	-23.0%
Cc1ccc(C(C)NC(=O)Nc2ccc(F)cc2F)cc1 (stereo not drawn)	-1.0%	-1.8%
Cc1cc(=O)oc(C)c1C(=O)Nc1cc(C(F)(F)F)cc(C(F)(F)F)c1	0.4%	1.2%
CCCCS(=O)(=O)CCSCCO	1.2%	-13.8%

(list continues)
SMILES	AID inhibitor	UDG counter
COc1ccc(CNCC(O)COc2ccc(C(C)(C)C)cc2C)cc1OC (stereo not drawn)	-12.7%	-2.3%
CCc1ccc(C2N=C(N)Nc3nc4ccccc4n32)cc1 (stereo not drawn)	0.3%&-25.5%	7.4%&-3.6%
Cc1ccc(-n2ncc(C(=O)NCCCN3CCc4ccccc4C3)c2C2CCN(C(=O)OC(C)(C)C)CC2)c(C)c1	-21.4%	-7.7%
COCCCNC(=O)Cn1c(=O)n(-c2ccc(C)c(C)c2)c(=O)c2c3c(sc21)CCCCC3	4.6%	-1.6%
COc1ccc(-n2c(SCc3nc(-c4ccc(C)cc4)no3)nnc2-c2ccccc2)cc1	-1.3%	-5.0%
O=S(=O)(NCc1ccccc1Cn1cccn1)c1c(Cl)cccc1Cl	1.3%	-9.6%
COc1ccc(CCNC(=O)c2cccn2-c2nnc(N3CCCCCC3)s2)cc1OC	3.2%	-0.8%
COc1cccc(C2C(C#N)=C(N)OC3=C2S(=O)(=O)N(C)c2ccccc23)c1OC (stereo not drawn)	-3.4%	-3.3%
CCOc1ccc(N=Cc2ccc(N(C)C)cc2)cc1	-2.5%	-0.4%
CC(C(=O)N(C)CC(=O)Nc1ccccc1C(F)(F)F)N1CCN(c2cccc(Cl)c2)CC1 (stereo not drawn)	-8.3%	1.8%
COc1ccc(NC(=O)CN(C)S(=O)(=O)c2ccc3c(c2)CCC(=O)N3)c(OC)c1	6.5%[57.5 µM]	-12.1%[57.5 µM]
Cc1cc2c(cc1S(=O)(=O)CCC(=O)NC1CCC(C)CC1)OCC(=O)N2 (stereo not drawn)	16.3%	u
COc1ccccc1NC(=O)CCS(=O)(=O)c1ccc2nc(C)sc2c1	1.6%	36.6%[activator]
O=C(N/N=C1\CC2CCC1C2)c1sc2ccccc2c1Cl (stereo not drawn)	-17.4%	-2.0%
CC1CCN(c2nc3ccc(C(=O)NCc4ccccc4Cl)cc3s2)CC1	-14.4%	0.3%
O=C(NC1CCCCC1)c1nn(Cc2ccccc2)c(=O)c2ccccc12	-0.7%	-2.3%
COc1ccc2c(=O)c(-c3ccccc3)c(C(F)(F)F)oc2c1	-18.6%	-13.6%
Cc1ccc(CNc2ccc(-c3nc(-c4ccccn4)no3)cc2[N+](=O)[O-])cc1	3.2%	4.0%
Cc1ccc(C(=O)NCc2ccncc2)c(C)c1	-3.8%	-7.9%
COc1ccc(S(=O)(=O)N(CC(=O)NCCSCc2ccccc2)c2ccc(C)cc2)cc1	2.9%	-3.9%
CCOc1ccccc1-c1nc(SCC(=O)c2ccc(OC)c(Br)c2)n[nH]1	107.9%	1.9%
CC(c1cccs1)N(C)C(=O)Cc1c[nH]c2ccccc12 (stereo not drawn)	-5.3%	-2.7%
COc1ccc(NC(=O)CCS(=O)(=O)c2cc3c(cc2C)NC(=O)CO3)cc1Cl	14.9%	-0.5%
Cc1cccc(-c2nc3c(C#N)c[nH]n3c2NC2CCCCC2)c1	-8.1%	0.0%
CCCOC(=O)c1ccc(NC(=O)C2CC(=O)N(c3ccc(C)cc3)C2)cc1 (stereo not drawn)	10.7%	13.0%

Gathered by group, the entries above containing a nitro group on carbon.
SMILES	AID inhibitor	UDG counter
Cc1ccc([N+](=O)[O-])cc1S(=O)(=O)N(C)C	6.4%	0.6%
Cc1ccc(CNc2ccc(-c3nc(-c4ccccn4)no3)cc2[N+](=O)[O-])cc1	3.2%	4.0%

Additional compounds
SMILES	AID inhibitor	UDG counter
CC(NC(=O)CCc1ccco1)C1CCCO1 (stereo not drawn)	5.0%	4.8%
Cc1c(O)ccc2c(=O)c(-c3nc4ccccc4s3)coc12	5.9%	-5.9%
Cc1ccc(C(c2sc3nc(-c4ccco4)nn3c2O)N2CCN(Cc3ccccc3)CC2)cc1 (stereo not drawn)	u	-16.6%[57.5 µM]
O=C(COc1ccccc1)Nc1ccccc1C(=O)OCc1cc(=O)n2nc(C3CC3)sc2n1	8.3%	-8.3%
Cc1ccc2ccc(C(Nc3ccccn3)c3ccccc3)c(O)c2n1 (stereo not drawn)	10.2%	-9.6%
O=C(Nc1ccc(NC(=O)c2cccs2)cc1)c1ccc(Br)cc1	4.1%	-5.8%
COCCCNc1oc(-c2ccc([N+](=O)[O-])cc2)nc1C#N	-12.8%	0.4%
COc1ccc(NC(=O)Cn2c(C)cc3ccccc3c2=O)c(OC)c1	14.0%	-6.6%
CS(=O)(=O)c1nc2ccccc2[nH]1	-4.1%	1.0%
COc1ccc(Cn2c(CO)cnc2SCc2ccccc2C)cc1	-14.5%	-6.6%
COc1cc(/C=C(\C#N)c2nc3ccccc3[nH]2)cc(Br)c1OC	-1.8%	-3.7%
O=C1Cc2cc(S(=O)(=O)N3CCN(c4ccccc4)CC3)ccc2N1	76.2%[activator]	-1.9%
CN1CCN(C(CNC(=O)C(=O)Nc2ccc(F)cc2)c2cccnc2)CC1 (stereo not drawn)	5.9%	-4.2%
O=C1CCc2c(Cl)cc(Cl)c(O)c21	-0.8%	0.0%
CNC(=O)C(=O)NC1CC(C)(C)NC(C)(C)C1	13.2%	7.2%
CCCCCCNC(=S)Nc1ccc(Br)cc1	-14.6%	-5.0%
CC(C)c1ccc2occ(CC(=O)Nc3cccc(C(F)(F)F)c3)c2c1	u	-20.4%
COc1ccc(OCC(=O)N2CCN(C(=O)c3cc(OC)c(OC)c(OC)c3)CC2)cc1	8.1%	-8.2%
Cc1ccc(NC(=O)C(Sc2cccc[n+]2[O-])c2ccccc2)cc1 (stereo not drawn)	3.0%	1.3%
Cc1ccc(NS(=O)(=O)c2ccc(-c3coc(C)n3)cc2)c(C)c1	-6.6%	-7.2%
COc1ccc(Cc2nc3c4cnn(-c5ccccc5F)c4ncn3n2)cc1	1.7%	-0.1%
COc1cc(-c2nc3ncccn3c2Nc2ccc(C)cc2C)ccc1O	-21.5%	-5.8%
CCN1CCN(c2oc(/C=C/c3cc(OC)c(OC)c(OC)c3)nc2C#N)CC1	7.8%	2.9%
CCOc1cc2c(cc1NC(=O)CC1CCCC1)OC(C)C2 (stereo not drawn)	-10.7%	-12.2%
Cc1ccc(-n2c(SCC(=O)NC(N)=O)nnc2N2CCCCC2)cc1	2.8%	2.6%

Sorted by the number under AID inhibitor (falling): some entries from above.
SMILES | AID inhibitor
CCN1CCN(c2oc(/C=C/c3cc(OC)c(OC)c(OC)c3)nc2C#N)CC1 | 7.8%
CCOc1cc2c(cc1NC(=O)CC1CCCC1)OC(C)C2 (stereo not drawn) | -10.7%
COCCCNc1oc(-c2ccc([N+](=O)[O-])cc2)nc1C#N | -12.8%

Another view of some results above:
Each structure is followed by: AID inhibitor, UDG counter
O=C(Nc1ccc(NC(=O)c2cccs2)cc1)c1ccc(Br)cc1
→ 4.1%, -5.8%
COCCCNc1oc(-c2ccc([N+](=O)[O-])cc2)nc1C#N
→ -12.8%, 0.4%
COc1ccc(NC(=O)Cn2c(C)cc3ccccc3c2=O)c(OC)c1
→ 14.0%, -6.6%
CS(=O)(=O)c1nc2ccccc2[nH]1
→ -4.1%, 1.0%
COc1ccc(Cn2c(CO)cnc2SCc2ccccc2C)cc1
→ -14.5%, -6.6%

Copied from the list:
Under AID inhibitor, COc1ccc(Cn2c(CO)cnc2SCc2ccccc2C)cc1 has the entry -14.5%
Under AID inhibitor, COCCCNC(=O)Cn1c(=O)n(-c2ccc(C)c(C)c2)c(=O)c2c3c(sc21)CCCCC3 has the entry 4.6%
Under UDG counter, Cc1cc(=O)oc(C)c1C(=O)Nc1cc(C(F)(F)F)cc(C(F)(F)F)c1 has the entry 1.2%

Other structures.
SMILES	AID inhibitor	UDG counter
CCOC(=O)c1cc(S(=O)(=O)N2CCN(c3ccc(F)cc3)CC2)[nH]n1	-2.3%	3.7%
CCOCc1cc(C(=O)O)ccc1OC	7.7%	1.0%
CCN(CC)CCNC(=O)c1ccc2nc(CCc3ccccc3)oc2c1	-1.8%	2.6%
COc1ccc(OC)c(CCNC(=O)NCc2noc3ccccc23)c1	-6.5%	-1.6%
COc1cc(C(=O)N2CCC(N3CCCCCC3)CC2)cc(OC)c1OC	64.5%[activator]	2.4%
Cn1cnc(S(=O)(=O)N2CCC(C(=O)N3CCN(c4ccc(Cl)cc4)CC3)CC2)c1	8.6%	2.0%
Clc1cccc(-n2ncc3c(NCCCc4ccccc4)ncnc32)c1	u	-0.4%
Cc1ccc(-c2cn3c(n2)sc2cc(C(=O)NC4CCCCCC4)ccc23)c(C)c1	0.8%	-1.9%
O=C(c1ccc2c(c1)N(Cc1ccccc1F)C(=O)c1ccccc1S2(=O)=O)N1CCN(c2ccccn2)CC1	-5.9%	-15.5%
Cc1ccc(S(=O)(=O)C(CC(=O)c2ccc(F)cc2)c2cccs2)cc1 (stereo not drawn)	-6.1%	7.8%
O=C(O)CCCCCCC(=O)O	1.3%	-4.6%
Cc1ccc(-c2nc3cc(C(C)C)ccc3o2)cc1NC(=O)c1cccs1	-4.8%	4.4%
CCc1cccc(NC(=O)C(CC(C)C)NS(=O)(=O)c2ccc3c(c2)oc(=O)n3C)c1 (stereo not drawn)	-2.5%	-14.1%
O=Cc1ccc(OCc2ccccc2)cc1	-5.0%	-2.9%
O=C(Nc1cccc(Cl)c1)C1CCN(c2nc3ccccc3nc2C(F)(F)F)CC1	-1.0%	6.5%
Cc1ccc(O)c(C(=O)/C=C/c2ccc(Cl)cc2Cl)c1	-6.2%	0.5%
Cc1ccc(CNC(=O)C2CCCCN2S(=O)(=O)c2ccc(F)cc2)cc1 (stereo not drawn)	-19.7%	-27.7%
CC(C)(C)c1ccc(-c2cc(=O)c3cc(NC(=O)c4ccncc4)ccc3o2)cc1	-6.4%	5.7%
O=C(O)C(Sc1ccc2ccccc2n1)c1ccccc1 (stereo not drawn)	7.6%	6.6%
CCOc1ccc(NC(=O)CC2Nc3cccc4cccc(c34)NC2=O)cc1 (stereo not drawn)	50.1µM*	u
CCOc1ccc(N2CC(NC(=O)c3cc4ccccc4o3)CC2=O)cc1 (stereo not drawn)	8.1%	-8.6%
O=C(Cn1c(=O)oc2cc(S(=O)(=O)NCc3ccccc3)ccc21)NCc1ccc(Cl)cc1	5.2%	u
CCOC(=O)c1[nH]c(C)c(CCC(=O)NCc2ccc(OC(C)C)cc2)c1C	-7.0%	-7.0%
Cc1ccc(C2=CC(c3ccccc3C)n3c(nc4ccccc43)N2)cc1 (stereo not drawn)	-18.9%[57.5 µM]	-4.3%[57.5 µM]
CN=c1scc(C)n1/N=C/c1ccc(C#N)cc1	-5.4%	-0.4%
COc1ccc(C2CC(=O)c3cc(-c4nc(-c5cccc([N+](=O)[O-])c5)cs4)c(=O)n(-c4ccc(OC)cc4)c3C2)cc1 (stereo not drawn)	-4.3%	-2.4%
O=C(CN1C=NS(=O)(=O)c2ccccc21)Nc1ccc(F)cc1	-2.0%	11.7%
Cc1ccc2sc(NC(=O)c3ccc4c(c3)OCCO4)nc2c1C	10.7%	3.7%
COc1cccc(NC(=O)CCc2c(C)c3ccc(C)cc3oc2=O)c1	1.6%	-3.4%
O=C(c1ccc2c(Cl)c3c(nc2c1)CCCC3)N1CCN(c2ccccc2F)CC1	u	-20.4%
